TSHR antag = antagonists of human thyroid stimulating hormone receptor | P16473 | TSHR-expressing cells, TSH-stimulated cAMP HTRF, 2 h; hits give low values | activity change, negative = inhibition, % at 11.5 µM | actives 0.2% (n = 330,000) | AID 504810;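 active means activity change below a set negative limit, meaning inhibition stronger than a set level, cut at about -70% in these data; inconclusive means activity change between two set negative limits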; further: on the % scale 0 is the no-effect control and ±100 the full control effect
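Competitive HTRF cAMP read-out (cryptate anti-cAMP antibody, cAMP-d2; 30 min, room temperature) in freshly harvested TSHR cells. Compounds added before TSH at EC80 (4nM final), followed by 2 hours' incubation at 37 deg C.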
Mito fusion yeast = inhibitors of mitochondrial division or activators of mitochondrial fusion. S. cerevisiae fusion-defective mutant growth rescue, CellTiterGlo 48 h. Potency, µM (doses to about 46.1 µM), for inactives: at the highest dose growth rescue (activation), most hits filed as activators. actives 0.23% (n = 320,000). AID 485298;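 further: potency means the concentration at half of the fitted maximal effect; % of control where 0% means no effect; nearly all actives have a fitted effect of over 45% in size; temperature-sensitive fusion mutants such as fzo1-1 at 37 °C on non-fermentable ethanol glycerol medium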
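S. cerevisiae fusion-defective temperature-sensitive mutants (e.g. fzo1-1, mgm1-5) grown 48 h at 37C in YPEG (ethanol/glycerol non-fermentable) medium with 23 nl compound per well; growth rescue read as CellTiterGlo luminescence.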
AT treatment = potential ataxia-telangiectasia treatments restoring KAP-1 phosphorylation; Potency, µM (top dose mostly 57.5 µM), for the others: top-dose activation, most hits filed as activators; actives 0.19% (n = 320,000); […] A-T fibroblasts, KAP-1 phosphorylation AlphaLISA; neocarzinostatin DNA damage 30 min before lysis; further: potency means the concentration at half of the fitted maximal effect; % of control where 0% means no effect; nearly all actives have a fitted effect of over 45% in size
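ATM-like activity read as KAP-1 phosphorylation via AlphaLISA donor/acceptor antibody pairs after lysis and 6 hr at 25C. Cells were ATM-null patient fibroblasts ([…], hTERT), dosed 60 min, then exposed to the DSB inducer NCS for 30 min.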
USP2a block = USP2a (human) protease inhibition; USP2 core, Ub-CHOP2 coupled fluorogenic reporter, 485/531; Potency, µM (highest dose often 38.3 µM), for the others: at the highest dose activity change, negative = inhibition, most hits filed as inhibitors; actives 0.01% (n = 330,000); O75604;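 further: potency means the concentration at half of the fitted maximal effect; plate controls were DMSO wells for no effect and full inhibition by NEM control for full effect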
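Cell-free coupled assay: 10nM USP2 core preincubated 30min RT with compound in Tris-HCl pH 8.0/CaCl2/CHAPS buffer, then 25nM Ub-CHOP2 and 25nM reporter substrate; fluorescence (Ex 485/Em 531) read after 60min RT, normalized to NEM inhibition, concentration-response curves fitted.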
ELG1 DNA repair = blocks ELG1-dependent DNA repair in HEK293T cells; HEK293T ELG1-luciferase reporter, luminescence, 16 h; DNA damage induced by 5-fluorouridine; Potency, µM (titrated, usually from 46.1 µM), without a hit: at the top dose activity change, negative = inhibition, usual class: inhibitors; actives 2.3% (n = 330,000); further: potency means the concentration at half of the fitted maximal effect; on the % scale 0 is the no-effect control and ±100 the full control effect; nearly all actives have a fitted effect of over 55% in size
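Reporter activity after DNA damage by 5-fluorouridine is monitored. Compound-treated cells incubate 16 hr at 37 °C, then ONE-Glo is added for 30 min before luminescence reading.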
Eya2 inh = inhibitors of human Eya2 phosphatase activity; actives 0.006% (n = 330,000); recombinant Eya2, OMFP fluorescence dephosphorylation (OMFP is methylfluorescein phosphate); Potency, µM (series often up to 76.9 µM), for the others: top-dose activity, negative = inhibition, hits mostly inhibitors; AID 488837; further: potency means the concentration at half of the fitted maximal effect; on the % scale 0 is the no-effect control and ±100 the full control effect
Target sequence (O00167 whole entry, looked up): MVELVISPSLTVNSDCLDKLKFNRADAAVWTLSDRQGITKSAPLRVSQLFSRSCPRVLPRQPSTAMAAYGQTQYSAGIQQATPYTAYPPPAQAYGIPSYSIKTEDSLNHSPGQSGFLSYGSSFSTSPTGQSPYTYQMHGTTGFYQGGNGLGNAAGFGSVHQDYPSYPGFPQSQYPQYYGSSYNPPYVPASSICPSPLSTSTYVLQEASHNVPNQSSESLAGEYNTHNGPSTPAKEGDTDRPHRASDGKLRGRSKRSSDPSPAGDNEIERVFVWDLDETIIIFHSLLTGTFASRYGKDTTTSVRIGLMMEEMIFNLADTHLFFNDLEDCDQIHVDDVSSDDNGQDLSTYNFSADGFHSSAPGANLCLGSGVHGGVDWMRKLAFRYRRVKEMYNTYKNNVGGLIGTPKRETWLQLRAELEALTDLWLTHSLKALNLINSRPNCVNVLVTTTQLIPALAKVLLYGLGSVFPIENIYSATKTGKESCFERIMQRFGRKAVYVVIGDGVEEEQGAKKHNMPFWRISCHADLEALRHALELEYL
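Eya2 protein (added as 0.2 uM solution) was preincubated with compound for 10 min at ambient temperature in 50 mM HEPES pH 7.5, 50 mM NaCl, 5 uM MgCl2, 0.05% BSA, 1 mM DTT. OMFP (added at 50 uM) then reacted 10 min; fluorescence read at 485/525 nm.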
KCNH2 3.1 block = inhibitors of human KCNH2 3.1 potassium channel isoform; actives 0.95% (n = 340,000); activity change, % (tested at about 1.8 µM); AID 720553; U2OS KCNH2 3.1, thallium flux FluxOr; hits give low values;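 active means maximum activity change below -70%; inconclusive means maximum activity change from -70% to -50%; inactive means maximum activity change above -50%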;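 further: thallium influx rate constant from kinetic fluorescence after stimulation buffer; on the % scale 0 is the no-effect control and ±100 the full control effect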
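FluxOr-based Tl+ influx in U2OS cells transduced with KCNH2 3.1 virus; rate constants normalized to DMSO controls.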
TCR activator = activates T cell receptor signaling; Potency, µM (titrated, usually from 9.22 µM), for inactives: top-dose activation of IL-2 secretion, actives largely listed as activators; 330,000 tested, under 10 active; primary human leukocytes, anti-CD3, IL-2 HTRF, 48 h; further: % of control where 0% means no effect
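IL-2 produced over 48 hr by a-CD3 bead-stimulated primary human leukocytes exposed to compounds was detected with a homogeneous time-resolved FRET immunoassay, 665nm acceptor signal after 320nm excitation.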
TRPV1 ag = human TRPV1 agonism. Q8NER1. TRPV1-expressing cells, Fluo-8 calcium influx, agonist mode. activation, % at 8.33 µM. actives 0.19% (n = 320,000); in the data active means activation above about 80%; inconclusive means between about 30% and that limit; further: 0% is about no effect
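Cells expressing TRPV1 were dye-loaded with Fluo-8 and read kinetically: 10 s baseline, 3 min after compound (agonist portion), then 2 min after EC20 capsaicin (allosteric enhancer portion). Calcium-bound dye fluorescence at 480/520 nm.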
KCNH2 WT inh = blocks the wildtype human KCNH2 potassium channel; AID 720551; actives 0.37% (n = 340,000); Q12809; U2OS, BacMam KCNH2, thallium flux FluxOr; hits give low values; activity change, % at 1.84 µM;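 active means maximum activity change below -70%; inconclusive means maximum activity change between -70% and -50%; inactive means maximum activity change above -50%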; further: on the % scale 0 is the no-effect control and ±100 the full control effect
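U2OS cells were transduced with wild-type KCNH2 virus (2.03 x 10^8 / mL) for 4 h at room temperature, then cultured overnight at 37 C. Thallium flux was read with FluxOr dye. Rate constants were normalized to DMSO controls.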
* marks the source's active call; other numbers are inactive results; i = inactive; ? = inconclusive; · = not tested or not shown; [ ] = remark or other dose. Unless noted, the call rests on the fitted dose curve; in most records, active means well fitted curve in the direction sought with a large enough effect; inconclusive means small, poorly fitted or top-dose-only effect, or another doubt; inactive means no such curve, though single readings can be large; an effect the other way counts as inactive or inconclusive.

SMILES	TSHR antag	Mito fusion yeast	AT treatment	USP2a block	ELG1 DNA repair	Eya2 inh	KCNH2 3.1 block	TCR activator	TRPV1 ag	KCNH2 WT inh
O=C(NC1CCCCC1)[C@H](CSCc1ccccc1)N1Cc2ccccc2C1=O	1	-1%	0%	-8%	?	-3%	-39	-3%	1	7
CCOC(=O)c1c(C)[nH]c(C)c1C(=O)CSc1nc2ccccc2c(=O)n1-c1ccc(CC)cc1	-1	12%	-5%	-3%	?	5%	-8	-9%[46.1 µM]	1	-3
CC1CCCCC1NC(=O)c1ccc(S(=O)(=O)N2CCN(C)CC2)cc1 (stereo not drawn)	0	-2%	-3%	5%	0%	2%	-17	-1%	-1	6
O=C(Nc1cccc(C(F)(F)F)c1)C(Sc1ncnc2ccccc12)c1ccccc1 (stereo not drawn)	-16	-2%	-2%	-12%	-9%	-7%	-7	-5%[46.1 µM]	2	-2
NC(=O)C1CCN(C(=O)CN(C2CCCCC2)S(=O)(=O)c2ccc(F)cc2)CC1	13	-2%	0%	1%	8%	0%	15	-1%	0	26
CCCCn1c(N)c(N(CCOC)C(=O)c2cc3c(s2)CCC3)c(=O)[nH]c1=O	6	-1%	-6%	2%	4%	-26%	2	5%	0	-4
CCn1c(C)nc2cc(S(=O)(=O)C(F)(F)C(F)C(F)(F)F)ccc21 (stereo not drawn)	9	11%	-1%	0%	7.3µM*	0%	-1	2%	2	11
CC(NC(=O)C(=O)N/N=C/c1ccc(Cl)cc1)c1ccccc1 (stereo not drawn)	1	22%	6%	5%	9%	-5%	13	-4%	-7	0
COc1ccc(/C=N/n2c(=O)[nH]c3c([nH]c4ccc(Br)cc43)c2=O)cc1CN1CCOCC1	-2	1%	0%	3%	-2%	-6%	-11	0%	-2	3
COc1cc2c(cc1OC)C(C)N(C(=O)c1ccc(Cl)c(S(=O)(=O)N3CCCCC3)c1)CC2 (stereo not drawn)	-16	2%	-3%	1%	?	1%	-3	-6%	1	-6
CCOC(=O)/C(C#N)=N/Nc1c(S(=O)(=O)Cc2ccco2)csc1C(=O)OC	8	4%	-1%	0%	1%	-15%	22	-1%	1	1
O=C(Nc1cccc(Cl)c1)Nc1ccccc1NS(=O)(=O)c1cccs1	-16	9%	2%	0%	-8%	-4%	·	-3%[46.1 µM]	-1	12
COc1ccc(C(=O)N/C(=C/c2ccc(Cl)cc2)C(=O)NCc2ccncc2)cc1	-3	-4%	3%	5%	17%	-8%	-10	4%	?	-14
CC1(C)CC(OC(=O)c2ccco2)CC(C)(C)N1O	1	-3%	2%	-1%	0%	2%	-18	4%	-4	-10
CN1CCCCCC1=Nc1ccccc1C#N	1	-1%	-1%	-1%	-30%	-3%	8	-16%	2	8
CC(C)CN(C(=O)COc1ccc(C(C)(C)C)cc1)C1CCS(=O)(=O)C1 (stereo not drawn)	-1	2%	8%	1%	1%	11%	8	3%	5	-3
Cc1cc(Cl)ccc1N1C(=O)CC(NNC(=O)c2cccnc2)C1=O (stereo not drawn)	6	-4%	4%	3%	15%	5%	5	-2%[46.1 µM]	7	0
CN(C)CCN(C(=O)c1ccc(C(=O)c2ccccc2)cc1)c1nc2cc3c(cc2s1)OCCO3	9	-1%	2%	0%	?	-12%	4	-4%	-2	7
O=c1oc(CCCO)cc2ccc(C#Cc3cccnc3)cc12	-3	·	0%	1%	?	-25%	14	0%	·	6
COc1ccc(CCNc2nc(C)cc(C)c2C#N)cc1OC	-8	-5%	-3%	0%	?	4%	-10	-2%	10	-1
NC(=O)CSc1nc2c(sc3ccccc32)c(=O)n1CCCN1CCOCC1	-4	1%	-4%	-1%	13%	5%	-2	·	1	0
CC(=O)c1ccc(NC(=O)C(C)NCc2ccc(Cl)cc2)cc1 (stereo not drawn)	4	-3%	1%	0%	2%	-3%	1	7%	9	-1
COC(=O)C1=C(C)N=c2s/c(=C3\C(=O)Nc4ccccc43)c(=O)n2C1c1ccccc1 (stereo not drawn)	-5	?	-3%	3%	?	2%	·	-1%[46.1 µM]	-2	·
CCOC(=O)CN1CC23C=CC(O2)C(C(=O)O)C3C1=O (stereo not drawn)	22	0%	-14%	4%	8%	14%	14	8%	3	-14
CCn1cnc2cc(NCc3ccc(Cl)cc3)ccc21	1	-3%	3%	-1%	?	1%	-25	1%	-2	5
CCCCC(=O)Nc1nc2c(OC)ccc(OC)c2s1	-2	1%	15%	6%	-2%	-12%	4	4%	7	1
Cc1ccc(SCCCCN2CCOCC2)cc1	0	14%	6%	1%	8%	-24%	-13	1%	3	-4
COc1cccc(C2CC(=O)NC(SC)=C2C#N)c1 (stereo not drawn)	-6	1%	3%	2%	5%	-4%	16	13%	0	1
O=C(CSCc1cc(=O)n2ccsc2n1)Nc1ccccc1	8	-5%	-2%	0%	11%	-1%	29	-1%	-3	1
CC(C)(C)n1[nH]c2c3c(ccc2c1=O)C(=O)c1ccccc1C3=O	-10	-2%	2%	0%	-1%	-4%	-3	-1%	18	-6
COCC(=O)N1CCC(Oc2ccc(C(=O)NCCCn3cccn3)cc2)CC1	-38	-4%	8%	0%	5%	-16%	5	0%	-3	8
O=C(CCn1ccc([N+](=O)[O-])n1)Nc1nccs1	8	3%	-4%	2%	6%	-5%	15	0%	-1	-6
CCN(CC)S(=O)(=O)c1ccc(OC)c(-n2cnnn2)c1	7	-1%	2%	-1%	-7%	0%	-2	4%	-2	-5
COc1ccc2cc(C(=O)NCc3ccccc3)c(=O)oc2c1	-4	-1%	-1%	1%	?	1%	28	0%	-5	-1
COc1ccccc1C(=O)N1CCN(CCNC(=O)C(=O)Nc2ccc(Br)c(C)c2)CC1	-10	-2%	2%	2%	?	-1%	-15	4%	4	48
Cc1ccc(C(=O)OCC(=O)NCc2cccs2)c(C)c1	0	17%	4%	0%	?	10%	3	2%	?	i
Cc1cc(=O)[nH]c(SCC(=O)NCC2CCCCC2)c1C#N	-2	0%	-2%	2%	-5%	26%	8	-7%	1	-3
Cc1cc(NC(=O)Nc2cccc(C(F)(F)F)c2)n(C)n1	-7	6%	0%	-1%	19%	0%	-3	0%	?	-6
COc1cc(CN2CCN(Cc3ccc(SC)cc3)CC2)cc(OC)c1O	5	23%	-1%	-6%	-8%	3%	-42	1%	-1	30
NS(=O)(=O)c1ccc(NC(=O)N[C@@H](Cc2ccccc2)C(=O)O)cc1	-7	-3%	4%	3%	4%	4%	4	5%[46.1 µM]	-2	6
CC(C)c1ccc(NC(=O)NC2CC3CCC(C2)N3Cc2cccs2)cc1 (stereo not drawn)	-5	0%	-3%	6%	12%	10%	?	-5%	0	41
COc1ccc2c(c1OC)C(=O)N(c1cccc(C)c1)C2	3	4%	3%	-1%	?	-3%	8	-4%	0	7
COc1cccc(NC(=O)c2oc3ccccc3c2NC(=O)C2CC2)c1	-15	2%	-4%	4%	13µM*	-5%	-8	-15%	19	21
O=C(Nn1c(SCc2ccc(F)cc2)nc2ccsc2c1=O)c1ccccc1	24	?	7%	-3%	22%	0%	-5	-5%[46.1 µM]	-1	0
O=C(O)CCCC(=O)Nc1cccc2cccnc12	2	-2%	-3%	1%	-13%	-22%	-4	·	-2	8
CCN(Cc1cc(=O)n2ccsc2n1)Cc1nc2ccccc2c(=O)[nH]1	11	-4%	-9%	2%	9%	4%	6	13%	2	-9
C/C(CC(=O)Nc1ccc2c(c1)OCCO2)=N\NC(=O)Cc1ccc(Cl)cc1	-4	-4%	0%	3%	-5%	-4%	-4	-5%	2	-12
O=[N+]([O-])c1ccc(Cl)c(NC(=S)N2CCCC2)c1	7	-1%	-1%	1%	?	10%	-17	5%	0	9
CCn1c(SCC(=O)NC2=NCCS2)nnc1C(C)NC(=O)c1ccccc1Br (stereo not drawn)	3	-2%	1%	2%	5%	6%	1	1%	0	3
CCCCNC(=O)c1cccnc1SCC(=O)Nc1ccccc1OC	23	0%	0%	-4%	-13%	-6%	15	-8%[46.1 µM]	2	-4
COc1c([N+](=O)[O-])c(=O)n(-c2ccccc2)c2ccccc12	21	3%	·	0%	-10%	21%	-15	4%[46.1 µM]	-8	-27

Arranged by the number under TRPV1 ag (falling): some entries from above
structure	TSHR antag	Mito fusion yeast	Eya2 inh	TCR activator	TRPV1 ag
O=[N+]([O-])c1ccc(Cl)c(NC(=S)N2CCCC2)c1	7	-1%	10%	5%	0
O=C(Nn1c(SCc2ccc(F)cc2)nc2ccsc2c1=O)c1ccccc1	24	?	0%	-5%[46.1 µM]	-1
COc1c([N+](=O)[O-])c(=O)n(-c2ccccc2)c2ccccc12	21	3%	21%	4%[46.1 µM]	-8

These rows are one share of the data, so the mix of outcomes need not match the whole.
